# Screening data (PubChem BioAssay)
# ER stress rescue: rescue of cells from ER stress-induced death, primary screen, 384-well, CSM14.1, thapsigargin, ATP luminescence (AID 1222) | CSM14.1 thapsigargin-induced death rescue, ATP luminescence; higher % means a stronger effect | one-dose cellular ATP content (survival), % at 20 µM; EC50 in µM for titrated hits | 190,000 tested, under 10 active;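 active = EC50 below 50 µM in the dose-response confirmation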;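 note: death triggered by thapsigargin at about 15 µM added after 2 h compound pretreatment; cell ATP read after overnight thapsigargin exposure of roughly 18 to 22 hours; normalized against plate controls of thapsigargin alone and 5% DMSO vehicle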
# Autophagy mod: modulators of autophagy. MEF GFP-LC3 puncta imaging; test concentration mostly 10 µM. calls only at 10 µM (by protocol). hit rate 0.98% among 190,000. AID 463193;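 active = percentage of spot-positive cells more than 3 SD above its plate mean, without a fluorescence outlier flag or 80% toxicity; inconclusive = no clear call, values can overlap the other calls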;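 note: spot-positive cell cutoff set from DMSO-treated cells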
# Lipid droplet: modulators of hepatic lipid droplet formation; AML12 mouse hepatocytes, oleate lipid droplets, BODIPY imaging; AID 1656; hit rate 0.4% among 240,000; inhibition, % at 6.5 µM;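 active = lipid droplet intensity inhibited by at least 50%, with more than 500 cells counted; inconclusive = wells with under 300 cells, treated as cytotoxic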
#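 Test system: AML12 hepatocytes (mouse); reagent: oleate loading, 100 µM; dosing: one dose, 6.5 µM compound; incubation: overnight exposure; signal: fluorescence imaging, 20x objective, two fields per well; read-out basis: % inhibition of corrected integrated BODIPY droplet signal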
# M1AAP inhibition: P. falciparum M1AAP inhibitors, biochemical, fluorogenic H-Leu-NHMec substrate, 1536-well (AID 1445); recombinant M1AAP, H-Leu-NHMec fluorogenic kinetic assay; higher % means a stronger effect; one-dose inhibition, % at 30 µM; IC50 in µM for titrated hits; hit rate 0.42% among 220,000;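 active = primary inhibition above the hit cutoff, then over 50% inhibition at one or more dose response concentrations, cut at about 23% in these data, passing the limit was not always enough; inconclusive = conflicting primary data, or primary hits not chosen for dose response; inactive = low primary inhibition, or under 50% at every dose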;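 note: plate controls were DMSO full reaction for no effect and no enzyme background for full effect; strong numbers were not always called active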
# Yfh1-off respiration: mitochondrial function rescue without frataxin homolog – Friedreich's ataxia, plus single-dose screen, dose response (AID 1465); hit rate 0.074% among 220,000; S. cerevisiae Yfh1-off respiration, WST-1 reduction, 72 h; higher fold induction means a stronger effect; one-dose fold induction at 50 µM; EC50 in µM for titrated hits;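 active = fold induction of absorbance versus untreated yeast above a set limit, then at least 30% activation at any dose in follow-up; inconclusive = repeats straddling the limit, or above it without dose testing; inactive = fold induction below the set limit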;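 note: activators that raise dye reduction in frataxin-depleted yeast; strong numbers were not always called active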
# P. falciparum M17LAP: P. falciparum M17LAP inhibitors, primary screen, biochemical, fluorogenic H-Leu-NHMec substrate, 1536-well (AID 1619); recombinant M17LAP, H-Leu-NHMec fluorogenic kinetic assay; higher % means a stronger effect; inhibition, % at 30 µM; hits with a dose series show IC50 in µM; hit rate 0.38% among 220,000;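 active = compound inhibiting the enzyme by more than half at any dose during confirmatory dose-response retesting; inconclusive = strong single-dose inhibitors picked by rank but not retested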;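 note: plate controls were full reaction with DMSO carrier for no effect and no enzyme background for full effect; strong numbers were not always called active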
# MT stabilizer: microtubule stabilizers in HeLa cells. HeLa tubulin immunostaining HCS, 24 h; share of cells brighter than vehicle mean+2SD. % tubulin-high responders, % at 10 µM. hit rate 0.83% among 200,000. AID 2205;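 active = plate Z-score above 3 for both tubulin-high and condensed-nucleus cell shares, with cell loss under 80%, at 10 µM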;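 note: anti alpha tubulin signal scored within the nucleus-defined area of each cell; some results filed as inactive read as strong as hits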
# Dynein transport: dynein cargo transport inhibition; 3617.4 mouse cells, GR-EGFP nuclear translocation imaging; test concentration mostly 20 µM; stimulated with dexamethasone, 1 µM; active compounds read low; z-score, hits read low; hit rate 0.47% among 220,000;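 active = plate z-score of nuclear minus cytoplasmic receptor signal below a set negative limit, without overly bright fluorescence or cell loss, cut at about -3.5 in these data, passing the limit was not always enough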;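 note: z-score of nuclear minus cytoplasmic ring GR-EGFP intensity difference per well; some compounds called inactive have numbers as strong as hits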
#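 Buffer or medium – tet-free medium with charcoal-stripped serum · Signal – automated 10x imaging of fixed Hoechst-stained cells · Also added – dexamethasone agonist, 1.0 µM final, for 30 min · Incubation – induction 48 h, compound 1 h, agonist 30 min · Read-out – GR-EGFP nuclear translocation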
# Insulin prom up: MIN6 insulin promoter up-regulation; MIN6 insulin promoter-GFP reporter, high-content imaging; active compounds read high; z-score at 5 µM; hit rate 0.3% among 190,000; AID 1625;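 active = z-score above 3 at 5 µM with at least 500 cells counted in the well; inconclusive = wells under 500 cells, flagged as cytotoxic or low count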
# Dynein transport cytoplasmic EGFP: second read-out of Dynein transport, no call of its own (marks repeat the call); z-score; measured here: cytoplasmic GR-EGFP intensity; active compounds read high
# Dynein transport nuclear GR-EGFP: further read-out of Dynein transport, marked with its call; z-score; measured here: nuclear GR-EGFP intensity;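 lower value marks the stronger effect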
# Dynein transport cell count: further read-out of Dynein transport, marked with its call; z-score; measured here: cell count per field
# Insulin prom up cell count: further read-out of Insulin prom up, marked with its call; cell count; measured here: cytotoxicity, nuclei count;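 total cells summed across four imaged fields per well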
# Lipid droplet cells 6.5 µM: further read-out of Lipid droplet, marked with its call; cell count; measured here: cell count, cytotoxicity flag;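 cells counted across two imaged fields per well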
# MT stabilizer Hoechst-high %: further read-out of MT stabilizer, marked with its call; % Hoechst-high responders; measured here: nuclear condensation Hoechst responders;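 share of cells brighter than vehicle mean plus two SD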
# MT stabilizer cytotoxicity %: further read-out of MT stabilizer, marked with its call; toxicity, %; measured here: cytotoxicity by cell density;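 0% = mean cell density of plate MIN control wells and 100% = no cells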
# Autophagy mod cell loss 18 h: also measured in Autophagy mod; calls as there; toxicity, %; measured here: cell loss, nuclei count;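 cell loss after 18 h compound exposure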
# Numbers without * were called inactive; i = inactive; ? = inconclusive; . = no result given.
entry	smiles	Yfh1-off respiration	M1AAP inhibition	Insulin prom up cell count	MT stabilizer Hoechst-high %	MT stabilizer cytotoxicity %	ER stress rescue	P. falciparum M17LAP	Dynein transport nuclear GR-EGFP	Dynein transport cytoplasmic EGFP	Dynein transport cell count	Insulin prom up	Lipid droplet	Autophagy mod cell loss 18 h	Lipid droplet cells 6.5 µM	MT stabilizer	Dynein transport	Autophagy mod
1	O=C(CCn1nnc(-c2cccs2)n1)NC1CCCCC1	i	2%	845	1.2	5.1	-3.6%	9%	0.028	-0.18	0.2	0.28	12	1	699	1.0	0.074	i
2	CCOCC(=O)Nc1cc(C(=O)Nc2ccccc2)ccc1Cl	i	3%	1570	2.0	6.1	-1.7%	5%	0.011	-0.18	0.38	0.17	.	11	.	3.2	-0.98	i
3	COc1ccc(C(=O)NCC(=O)N/N=C/c2cn[nH]c2-c2ccccc2)cc1	i	1%	.	1.4	7.4	-2.4%	2%	-0.28	-0.29	0.5	.	12	13	734	4.9	-0.71	i
4	CCOc1cc(C(=O)OCC(=O)c2c(N)n(C)c(=O)n(C)c2=O)cc(OCC)c1OCC	i	4%	831	1.4	7.6	-0.7%	0%	-0.062	0.072	0.017	1	0	-4	797	1.5	-0.35	i
5	COC(=O)C(=C/C=C/c1ccco1)C(=O)OC	i	11%	1110	.	.	.	24%	-0.69	-0.13	1.2	-0.08	8	.	719	.	-1.4	.
6	CCN(CC)S(=O)(=O)c1ccc(NC(=O)COC(=O)c2cc(S(=O)(=O)Nc3ccc(OC)cc3)ccc2O)cc1	i	6%	1220	1.0	4.3	2.9%	9%	-0.87	-0.17	0.3	0.13	6	-2	684	2.8	-1.1	i
7	COC(=O)C1(Cc2ccccc2)NC(c2ccccc2C)C2C(=O)N(c3ccc4c(c3)OCO4)C(=O)C21 (centres undefined)	i	7%	.	1.5	7.3	0.1%	-8%	-1	-0.29	1.6	.	41	-10	760	3.2	-0.76	i
8	O=C(COC(=O)c1cc2c(s1)CCCC2)Nc1ccc(Cl)cn1	i	-4%	1309	3.2	8.1	-1.2%	-4%	-0.62	-0.18	0.31	-0.26	-20	2	662	5.4	-0.7	i
9	CC(=O)C1=C(c2ccc(Br)cc2)C(=O)c2ccccc2C1=O	i	5%	.	2.3	3.2	-2.3%	2%	-1.8	0.47	-0.49	?	-16	3	556	4.0	-3	i
10	COc1ccc(N2CCN(Cc3nc4c(c(=O)[nH]c(=O)n4C)n3CCCc3ccccc3)CC2)cc1	i	12%	.	1.4	12	0.0%	13%	-0.092	-0.2	0.35	.	.	48	.	1.8	-0.1	i
11	CC1Cc2ccccc2N1CC(=O)NCc1ccc2c(c1)OCO2 (centres undefined)	i	-2%	1550	3.2	10	1.4%	0%	0.045	-0.23	0.26	0.09	-1	12	664	9.0	-0.016	i
12	O=C(CC1CCC1)NC(c1ccccc1)c1ccccc1	i	1%	1428	2.7	9.1	-1.2%	1%	-0.37	-0.3	1.3	0.28	-1	18	703	5.3	-1.4	i
13	CCOc1ccc2oc(C(=O)OCC(=O)NC(=O)NC3CCCC3)c(C)c2c1	i	1%	1531	1.2	5.0	1.2%	-7%	0.24	-0.41	0.33	0.09	.	-1	.	4.0	0.93	i
14	CCN(CC)CCCN=Cc1c(-c2ccccc2)[nH]n(-c2nc3ccccc3s2)c1=O	i	1%	1098	.	.	.	21%	0.3	0.062	-0.53	0.22	-5	.	668	.	0.82	.
15	O=C(OCC(=O)N1CCCc2ccccc21)c1cnc(Cl)c(Cl)c1	i	6%	1121	3.4	7.0	-1.3%	5%	-0.21	-0.24	0.21	-0.3	31	6	553	4.7	-0.56	i
16	COc1ccc(-c2csc(NC(=O)CSc3nc(SC)ns3)n2)cc1	i	-4%	1388	2.6	3.8	1.3%	5%	-0.056	-0.12	0.42	-0.15	-4	-7	640	2.8	-0.46	i
17	O=C(Nc1cccc(Cl)c1)Nc1nnc(-c2ccncc2)s1	i	-4%	.	1.4	4.1	-1.2%	-9%	0.48	-0.14	-0.69	?	1	-2	646	2.3	0.5	i
18	C=CCn1c(N)cc(=O)nc1SCC(=O)NC(C)c1ccccc1 (centres undefined)	i	-2%	1670	1.8	5.9	-1.6%	-4%	0.057	-0.23	-1.4	-0.56	8	-3	598	3.6	0.79	i
19	Cc1nc(S/C(=C/c2ccc(-c3ccc(C(=O)O)cc3)o2)C(=O)O)n[nH]1	i	18µM*	1465	.	.	.	29%	-0.021	-0.24	-0.042	-0.04	.	.	.	.	0.54	.
20	COc1ccc(/C=N\Nc2ccc([N+](=O)[O-])cc2)c(C(=O)O)c1OC	i	19%	1416	.	.	.	28%	1.1	-0.12	-1.6	-0.12	-56	.	686	.	1.7	.
21	CSCC[C@H](NC(=O)C1CCN(S(=O)(=O)c2ccc(C)cc2)CC1)C(=O)NCC1CCCO1 (some centres undefined)	i	0%	1255	0.9	2.4	-0.7%	12%	-0.44	-0.21	0.95	-0.27	.	0	.	2.1	-0.62	i
22	COc1ccccc1C(=O)Nc1ccc2c3c(cccc13)CC2	i	9%	1370	3.6	9.8	-2.1%	-3%	-0.68	-0.2	1.1	0.18	9	-6	676	1.8	-0.47	i
23	Cn1c(C(=O)O)c(CC(=O)NCc2cccnc2)c2ccccc21	i	2%	1421	2.6	6.8	-1.0%	2%	-0.15	-0.3	0.49	-0.12	.	9	.	7.0	-0.75	i
24	CCOC(=O)C(C(=O)OCC)N(C#N)c1nc(C)cc(C)n1	i	8%	1901	1.8	2.1	-2.0%	-3%	-0.38	-0.2	-0.16	1.2	-6	21	700	5.0	-0.4	i
25	CCOC(=O)c1ccc(-n2ccnc2)c(NC(=O)c2cccc(Br)c2)c1	i	2%	1464	1.3	5.3	3.3%	1%	-0.13	-0.14	-0.59	-0.07	0	12	604	4.7	-0.47	i
26	Cc1ccc(-n2nc(C)c3c2OC(N)=C(C#N)C3c2cccs2)cc1 (centres undefined)	.	5%	1271	1.5	1.2	1.6%	34%	0.67	-0.22	0.52	-0.46	.	1	.	2.3	0.93	i
27	COc1ccc2oc(=O)c(N3C(=O)c4ccccc4C3=O)cc2c1	i	-1%	1033	.	.	.	8%	1.2	-0.24	-0.24	0.03	-4	.	690	.	0.86	.
28	COc1ccccc1NC(=S)N(CCCN1CCOCC1)Cc1cccs1	i	1%	1271	2.4	7.2	0.2%	12%	-0.36	-0.3	0.94	-0.67	29	8	777	2.6	-0.37	i
29	O=C(CCC1CCCC1)N1CCN(C(=O)c2ccco2)CC1	i	4%	1021	2.2	6.9	-1.3%	5%	0.031	-0.34	0.71	0.44	.	-32	.	4.2	-0.22	i
30	S=c1[nH]nc(CSc2nc3ccccc3s2)n1Cc1ccccc1	i	15%	894	1.6	14	-0.6%	1%	0.23	-0.14	0.41	0.01	2	5	788	2.0	0.3	i
31	COC(=O)/C=C/CSC1=N/C(=C/c2ccc(-n3cncn3)cc2)C(=O)N1	i	3%	1373	1.6	2.9	-0.7%	24%	0.39	0.041	-0.15	2.4	.	23	.	1.8	0.31	i
32	Cn1c(CSc2ncccn2)nnc1SCC(=O)N1CCCCC1	i	4%	1116	2.7	5.7	-1.0%	4%	0.052	-0.22	0.48	0.21	.	11	.	4.7	-0.53	i
33	O=Cc1cc2ccccc2nc1SCCCF	i	12%	1260	5.0	2.4	-1.0%	12%	-0.15	-0.26	0.88	0.16	.	-3	.	3.6	-0.4	i
34	Cc1ccc(C)c(NC(=O)CSc2nnc([C@@H](N)Cc3ccccc3)o2)c1	i	3%	1336	2.0	4.2	2.6%	1%	1.3	-0.21	-0.023	0.55	.	3	.	2.1	0.82	i
35	CSc1nnc2c3c4c(sc3nc(-n3nc(C)cc3C)n12)COC(C)(C)C4	i	16%	974	3.6	9.2	1.1%	31%	-0.015	-0.23	-0.027	-0.55	.	-2	.	4.2	-0.23	i
36	COc1ccc2nc(SCc3cccnc3)c(C#N)cc2c1	i	2%	1263	1.3	3.5	-1.2%	-4%	-0.83	-0.21	1.1	-1.4	.	-2	.	2.1	-0.2	i
37	CSCC(=O)N1CCCC(CO)(Cc2ccccc2C)C1 (centres undefined)	i	2%	1423	1.4	4.4	0.8%	2%	-0.28	-0.34	0.49	-0.05	-16	25	730	2.2	-0.5	i
38	CCC(C)C1C(C#N)=C(N)OC2=C1C(=O)CC(C)(C)C2 (centres undefined)	i	3%	1144	2.6	5.3	-0.4%	-6%	0.11	-0.19	0.24	0.06	-8	10	714	6.3	-0.061	i
39	O=C(c1ccco1)N1CCN(C(=O)c2cnn3cccnc23)CC1	i	0%	1270	1.5	2.9	-0.9%	2%	-0.25	-0.26	0.92	0.17	7	-3	768	3.9	-0.6	i
40	Cc1nnc(N/N=C/c2cc([N+](=O)[O-])c(N3CCC(C)CC3)cc2N2CCC(C)CC2)n1N	i	8%	.	1.7	6.5	6.3%	3%	0.19	-0.14	-1.1	?	-86	17	567	1.0	-0.35	i
41	COCCNC(=O)CN1CCC(NC(=O)C(C)(C)C)CC1	i	1%	1549	2.3	9.4	-1.3%	-3%	0.69	0.032	0.35	0.33	.	14	.	3.7	0.58	i
